# Bioassay records as filed in PubChem BioAssay.
# KDM5B inh = inhibitors of human KDM5B histone demethylase. Q9UGL1. 220,000 compounds, 2.6% hits. Potency, µM (top dose mostly 57.7 µM), for the others: top-dose activity change, negative = inhibition, actives largely listed as inhibitors. KDM5B demethylase, FDH-coupled NADH fluorescence (FDH is formaldehyde dehydrogenase). AID 1347165; active = well fitted inhibition curve with a large enough effect; inconclusive = small, poorly fitted or top-dose-only effect; inactive = no such curve, though single readings can be large or run the other way; also: 0% is about no effect; nearly all actives have a fitted effect of over 70% in size
# Target sequence (Q9UGL1 whole entry, looked up): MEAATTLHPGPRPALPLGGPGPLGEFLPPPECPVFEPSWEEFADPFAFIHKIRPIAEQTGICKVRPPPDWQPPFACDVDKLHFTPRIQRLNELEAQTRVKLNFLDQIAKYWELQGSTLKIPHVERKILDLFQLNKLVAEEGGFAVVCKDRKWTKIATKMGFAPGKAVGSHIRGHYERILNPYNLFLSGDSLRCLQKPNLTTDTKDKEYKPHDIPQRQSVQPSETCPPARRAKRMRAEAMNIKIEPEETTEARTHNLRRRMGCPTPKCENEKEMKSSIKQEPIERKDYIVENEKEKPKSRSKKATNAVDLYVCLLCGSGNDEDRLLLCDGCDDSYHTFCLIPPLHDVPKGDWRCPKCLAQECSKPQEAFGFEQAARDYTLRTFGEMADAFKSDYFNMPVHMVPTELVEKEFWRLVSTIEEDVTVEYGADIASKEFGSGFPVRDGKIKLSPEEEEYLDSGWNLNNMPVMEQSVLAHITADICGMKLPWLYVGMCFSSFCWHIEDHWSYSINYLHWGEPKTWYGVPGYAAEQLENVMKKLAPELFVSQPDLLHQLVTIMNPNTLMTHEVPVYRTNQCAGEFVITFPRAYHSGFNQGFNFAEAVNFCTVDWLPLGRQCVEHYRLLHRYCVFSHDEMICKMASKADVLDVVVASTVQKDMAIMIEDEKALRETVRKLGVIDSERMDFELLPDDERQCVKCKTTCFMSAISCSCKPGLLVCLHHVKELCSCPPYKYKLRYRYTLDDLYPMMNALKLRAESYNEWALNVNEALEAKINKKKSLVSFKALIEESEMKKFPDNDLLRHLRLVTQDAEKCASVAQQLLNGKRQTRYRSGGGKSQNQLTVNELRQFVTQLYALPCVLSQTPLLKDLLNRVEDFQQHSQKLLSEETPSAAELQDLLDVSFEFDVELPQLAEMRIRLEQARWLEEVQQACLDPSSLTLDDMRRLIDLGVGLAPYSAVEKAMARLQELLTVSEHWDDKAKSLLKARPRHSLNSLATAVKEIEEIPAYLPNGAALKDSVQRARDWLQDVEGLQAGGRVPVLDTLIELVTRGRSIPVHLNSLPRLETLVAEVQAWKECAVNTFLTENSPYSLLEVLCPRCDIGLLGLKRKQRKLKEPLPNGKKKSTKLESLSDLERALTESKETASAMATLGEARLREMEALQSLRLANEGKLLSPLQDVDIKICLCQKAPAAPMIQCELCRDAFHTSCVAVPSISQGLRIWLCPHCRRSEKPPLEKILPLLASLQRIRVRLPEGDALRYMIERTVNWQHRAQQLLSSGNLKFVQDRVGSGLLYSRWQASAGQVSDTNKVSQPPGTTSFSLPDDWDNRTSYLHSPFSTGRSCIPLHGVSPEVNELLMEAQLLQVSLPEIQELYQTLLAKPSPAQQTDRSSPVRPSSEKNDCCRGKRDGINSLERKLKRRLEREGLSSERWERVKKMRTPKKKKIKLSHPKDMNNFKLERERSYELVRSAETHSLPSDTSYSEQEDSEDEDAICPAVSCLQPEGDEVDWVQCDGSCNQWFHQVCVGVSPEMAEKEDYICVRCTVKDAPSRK
#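 Measured: NADH fluorescence change, 30 min, RT. System: KDM5BΔAP 200 nM final, H3K4me3 peptide, α-KG, Fe(II), ascorbate, NAD⁺ plus FDH, pH 7.5 HEPES. Compounds: titrated, 10 min pre-incubation with enzyme.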
# Starred values were filed as active, the others as inactive; i = inactive; ? = inconclusive; [ ] = another dose, or the depositor's remark. Potency is read from the fitted curve at half-maximal effect.
SMILES,KDM5B inh
COC1CCN(c2cc(-c3cccnc3)nc3c(C)noc23)CC1,-12.0%[86.2 µM]
CC1=C(C(=O)Nc2ccc(C)cc2C)C(c2ccc(C(=O)O)cc2)n2nc(SCc3ccccc3)nc2N1 (configuration not stated),-12.0%
Cc1cc(-c2ccccc2)n2nc(-c3ccccc3)cc2n1,?
CS(=O)(=O)c1cccc(C(=O)Nc2ccc(-c3ccccc3)cc2)c1,-24.1%
CC(C)NC(=O)CN1C(=O)NC2(CCC(C(C)(C)C)CC2)C1=O (configuration not stated),17.7%
CC(C)(C)CC(=O)N1CCN2C(=O)c3cc(-c4ccc(Cl)cc4)ccc3NC(=O)[C@H]2C1,?
CC(C)Cc1nnc(NC(=O)CCNC(=O)c2ccco2)s1,29.9%
COc1ccc(-c2nnsc2C(=O)NC2CCCC2)cc1,14.8%
Cc1ccc(NC(=O)Cn2c(-c3cnccn3)nc(C)c(C)c2=O)cc1C,-21.3%
CCc1noc([C@@H]2CC(F)(F)CN2C(=O)c2ccoc2)n1,16.7%

# Five entries already listed, ordered by count of non-hydrogen atoms, rising:
SMILES,KDM5B inh
COc1ccc(-c2nnsc2C(=O)NC2CCCC2)cc1,14.8%
Cc1cc(-c2ccccc2)n2nc(-c3ccccc3)cc2n1,?
CS(=O)(=O)c1cccc(C(=O)Nc2ccc(-c3ccccc3)cc2)c1,-24.1%
Cc1ccc(NC(=O)Cn2c(-c3cnccn3)nc(C)c(C)c2=O)cc1C,-21.3%
CC(C)(C)CC(=O)N1CCN2C(=O)c3cc(-c4ccc(Cl)cc4)ccc3NC(=O)[C@H]2C1,?

# Continuation.
SMILES,KDM5B inh
CCCn1c(Sc2ccc(C)cc2)nc2c1c(=O)[nH]c(=O)n2C,2.4%
CC1(C(=O)NCc2cccnc2)CCc2cnc(NCc3ccccc3)nc21 (configuration not stated),31.6µM*
CCOC(=O)c1sc(CC(=O)Nc2ccc(C)cc2C)nc1C,-24.7%
Cc1cc(C)cc(Nc2nc3cc(Cl)c(Cl)cc3nc2-n2nc(C)cc2C)c1,-9.9%
COc1ccc(/C=C/c2ccc3c(c2)C(=O)N2CC[C@H](N)[C@H]2C(=O)N3)cc1,35.5µM*
O=C(/C=C/c1ccc(Cl)cc1Cl)N[C@@H]1C[C@H]2CC[C@@H]1C2,-4.1%
NN(Cc1ccccc1)C(=S)Nc1ccc(Cl)c(Cl)c1,-6.3%
COc1cc(-c2onc(C)c2C(=O)NCCSC)cc(OC)c1OC,31.6µM*
O=C(Nc1ccc(F)cc1)c1ccc(S(=O)(=O)NCc2cccnc2)cc1,-4.4%
COC(=O)COc1ccc(S(=O)(=O)N2CCCCCC2)cc1C,26.9%
CC(Sc1ncnc2nc[nH]c12)C(=O)Nc1ccc(OC(F)(F)F)cc1 (configuration not stated),3.4%
CN1[C@@H](CCC(=O)N2CCOCC2)CNC(=O)[C@@H]2[C@H]1CCN2Cc1ncc[nH]1,?
Cc1ccc(-c2noc(CNS(=O)(=O)c3ccccc3)n2)cc1,-1.8%
CC(=O)Nc1ccc(S(=O)(=O)N[C@H]2CO[C@H]3[C@@H]2OC[C@H]3OC(=O)Nc2ccccc2)cc1,-22.6%
O=C1c2cccc3cccc(c23)C(=O)N1Cc1cccnc1,?
CCN(CC)c1ccc2cc(-c3nc(-c4cc(OC)c(OC)c(OC)c4)no3)c(=O)oc2c1,?
CCCCC(=O)Nc1ccc(C(=O)OCc2cc(=O)n3nc(C4CC4)sc3n2)cc1,-12.6%
CCc1ccccc1NC(=O)CSc1nc2n[nH]c(C)c2c(=N)n1-c1cccc(C)c1,?
CC(NC(=O)Cc1ccccc1)C12CC3CC(CC(C3)C1)C2 (configuration not stated),11.0%
Cc1nc2cc(NC(=O)C3CC(=O)N(c4cccc5ccccc45)C3)ccc2o1 (configuration not stated),8.1%
CCCc1ccc(OCc2ccc(C(=O)O)cc2)cc1,-2.4%
Cc1cc(C)cc(NC(=O)c2ccc3c(c2)N(C)C2CCCCCN2C3=O)c1 (configuration not stated),?
O=C(NC1CC1)c1ccn2cncc2c1,i
CCS(=O)(=O)N1CCc2cc(C(=O)NCCc3ccc(OC)cc3)ccc21,-35.4%
Cc1ccc(S(=O)(=O)N2CCC(CCC(=O)O)CC2)cc1,19.1%
COc1ccc(C(=O)N2CCC(C(=O)N3CCCCCCNC(=O)CC3)CC2)cn1,12.4%
Cc1ccc(C(=O)Nc2ccc(F)cc2)cc1S(=O)(=O)N1CCCCCC1,?
Cn1nc(C(C)(C)C)cc1NC(=O)c1cccc(Br)c1,10.9%
CCc1ccc(N2CC(c3noc(-c4ccc(OC)nc4)n3)CC2=O)cc1 (configuration not stated),-3.4%
O=C(NC1CCCC1)c1ccc2c(=O)n(Cc3ccccc3)c(SCc3cccc([N+](=O)[O-])c3)nc2c1,0.3%
O=C(NCCC1=CCCCC1)c1cccnc1N1CC2CC(C1)[C@H]1CCCC(=O)N1C2 (some centres not stated),28.2µM*
Cc1nc(SCC(=O)Nc2oncc2-c2ccccc2)[nH]c(=O)c1C,12.4%
O=C(CSc1nc2c([nH]c3ccccc32)c(=O)n1-c1ccc(Cl)cc1)N1CCCC1,11.3%
COc1ccccc1NC(=O)N1C[C@@H]2C[C@H](C1)c1c(-c3ccc(NC(C)=O)cc3)ccc(=O)n1C2,-23.7%
N#Cc1cccc(CN2CCOC[C@H]2c2ncc(-c3ccc(Cl)s3)[nH]2)c1,-30.5%[86.2 µM]
Cc1ccc(NC(=O)N[C@H]2C[C@@H](c3nc(-c4ccccn4)no3)N(C)C2)cc1,5.4%[86.2 µM]
CCOc1ccc(CCNC(=O)c2cc3sccc3n2CC)cc1OCC,?
COc1ccccc1-n1c(=O)c2c3c(sc2n(C)c1=O)CN(C(C)=O)CC3,-1.4%
COc1cccc(CC(=O)NC2CCSc3ccccc32)c1 (configuration not stated),-7.4%
CC(C)CNC(=O)NC(=O)C(C)Sc1nc(-c2ccco2)nc2ccccc12 (configuration not stated),-13.1%
CCCC(C)NC(=O)CN1CCN(c2cccc(C(F)(F)F)c2)CC1 (configuration not stated),11.6%
COc1ccc(C(=O)Nc2nnc(C3=COCCO3)o2)cc1,?
O=C(COc1ccccc1)N[C@H]1CO[C@H]2[C@@H]1OC[C@@H]2n1nnnc1Oc1ccc(-n2cncn2)cc1,-21.8%
CCCCn1c(=O)[nH]c(=O)c2c1nc(CNc1ccc(C)c(F)c1)n2CCC(C)C,-3.6%
CN(Cc1cccc(F)c1)C(=O)CCc1ncc(-c2c(F)cccc2F)o1,-9.6%
COC(=O)c1ccccc1S(=O)(=O)N1CCN2C(=O)CNC(=O)C2C1 (configuration not stated),21.1%
COC(=O)c1sc2cccc(F)c2c1S(=O)(=O)Nc1cc(C)c(Cl)cc1OC,-10.1%
CCOC1CCOC2(CCN(C(=O)c3ccncc3)CC2)C1 (configuration not stated),31.3%[activator]
COc1ccc(CCNC(=O)c2c(C)noc2-c2cc(OC)cc(OC)c2)cc1,-4.1%
O=C1Nc2ccccc2C12CN(Cc1ccccc1)C2,15.2%[149 µM]

# A different layout for 6 compounds above.
Structure	KDM5B inh
CCCCn1c(=O)[nH]c(=O)c2c1nc(CNc1ccc(C)c(F)c1)n2CCC(C)C	-3.6%
CN(Cc1cccc(F)c1)C(=O)CCc1ncc(-c2c(F)cccc2F)o1	-9.6%
COC(=O)c1ccccc1S(=O)(=O)N1CCN2C(=O)CNC(=O)C2C1 (configuration not stated)	21.1%
COC(=O)c1sc2cccc(F)c2c1S(=O)(=O)Nc1cc(C)c(Cl)cc1OC	-10.1%
CCOC1CCOC2(CCN(C(=O)c3ccncc3)CC2)C1 (configuration not stated)	31.3%[activator]
COc1ccc(CCNC(=O)c2c(C)noc2-c2cc(OC)cc(OC)c2)cc1	-4.1%

# Next section:
SMILES,KDM5B inh
CC[C@H]1CN(C(=O)C2CC2)CC[C@H]1CC(=O)N(C)CCC#N,-18.8%[86.2 µM]
O=C(Nc1c(-c2ccccc2)nc2ccccn12)c1ccccc1F,?
CN1CCN(c2nc3c(s2)CN(C(=O)c2ccncc2)CC3)CC1,-17.6%
CCOC(=O)c1c(C)oc2nc(C)nc(NCCCN3CCN(c4cc(C)ccc4C)CC3)c12,-6.0%
O=C(Nc1ccc2oc(-c3cccnc3)nc2c1)c1ccc(Cl)c(Cl)c1,-4.1%
Cc1cccc(C2C3=C(COC3=O)Nc3c2c(=O)n(C)c(=O)n3C)c1 (configuration not stated),i
COc1ccccc1N1CCN(c2ncccc2CNC(=O)C2CCCO2)CC1 (configuration not stated),29.9%
CCOc1cccc2sc(N(CCN(CC)CC)C(=O)c3ccco3)nc12,-64.5%
CCOc1ccccc1C1NC(=O)N(CC(=O)Nc2cccc(CC)c2)C2=C1C(=O)OC2 (configuration not stated),-10.8%
COc1ccccc1C(=O)N1CCC2(CC(c3cccc(C(F)(F)F)c3)=NO2)C1 (configuration not stated),3.1%[115 µM]

# Three records drawn at random from those above, as already listed:
SMILES,KDM5B inh
CC(NC(=O)Cc1ccccc1)C12CC3CC(CC(C3)C1)C2 (configuration not stated),11.0%
CCS(=O)(=O)N1CCc2cc(C(=O)NCCc3ccc(OC)cc3)ccc21,-35.4%
Cc1ccc(NC(=O)N[C@H]2C[C@@H](c3nc(-c4ccccn4)no3)N(C)C2)cc1,5.4%[86.2 µM]

# Additional compounds follow.
SMILES,KDM5B inh
Cc1cc(F)ccc1OC1CN(C(=O)c2ccccc2)C1,-6.2%[86.2 µM]
CC(Cn1cccn1)NC(=O)N1CCN(Cc2ccncc2)CC1 (configuration not stated),7.2%
CC(Sc1nnc(CN2CCCC2)n1Cc1ccccc1)C(=O)Nc1ccc(F)c(F)c1F (configuration not stated),11.7%
COCCCNC(=O)c1ccc(CSc2nc3cccnc3n2Cc2ccc(OC)cc2)cc1,?
COc1ccc(CCNC(=O)c2csc(NC3CC3)n2)cc1,-5.5%
CCOC(=O)c1nc(Nc2cccc(C)c2)c2ccccc2n1,?
O=C(NCC1CC1)c1ccc2c(c1)C1(CCN(CC3CC3)C1)CN2Cc1ccccc1 (configuration not stated),28.2µM*
CCCOc1ccc(NC(=O)c2nn(CCC)c(=O)c3ccccc23)cc1OCCC,18.6%
CC1CCc2noc(NC(=O)c3ccc([N+](=O)[O-])cc3)c2C1 (configuration not stated),-10.4%
CN(C)S(=O)(=O)c1ccc2c(c1)N(CC(=O)N1CCN(c3cccc(Cl)c3)CC1)CCS2,?
Cc1cnc(C(=O)N2[C@@H]3CC[C@H]2CC(NC(=O)c2ccc(F)cc2)C3)cn1 (some centres not stated),-5.2%
COc1ccc(/C=C/C(=O)OCC(=O)Nc2ccc(N3CCOCC3)cc2)cc1OC,?
CS(=O)(=O)N1CCC(C2CCN(C(=O)Cc3ccc(Cl)cc3)C2)CC1 (configuration not stated),15.0%
CC1=C[C@@H](CN2CCN(c3ncccn3)CC2)[C@H](C(C)C)C[C@H]1Cc1nnc(Cc2c[nH]c3ccccc23)o1,?
C[S+](=O)([O-])c1ccc(-c2nc(C(=O)NCc3cccnc3)n3ccccc23)cc1,i
Cc1cc(C)cc(NC(=O)C(CC(C)C)NC(=O)C2CCCCC2)c1 (configuration not stated),9.0%
O=C1NC(=NC2CCCC2)C2(CCCN(CC3CC3)C2)N1c1cccnc1 (configuration not stated),31.8%[activator][115 µM]
CCOc1ccc(NC(=O)c2ccc3c(c2)NC(=O)CS3)cc1,9.9%
CCOC(=O)c1ccccc1NC(=O)N1CCCN(S(=O)(=O)c2ccc3c(ccn3CC)c2)CC1,?
COc1ccc(CNc2ncnc3c2CN(C2CCCNC2)C(=O)CN3C)cc1OC (configuration not stated),?
CC(C)NC(=O)N[C@H]1CCN2C(=O)c3cc(-c4ccc(Cl)cc4)ccc3NC(=O)[C@H]12,31.6µM*
N#Cc1ccccc1COC(=O)c1ccc(Br)cc1,5.1%
NC(=O)c1nn(CC(=O)NC2CCCCCC2)c(=O)c2ccccc12,18.3%
CCOc1ccccc1C(=O)Nc1ccc(S(=O)(=O)Nc2nc(C)cc(C)n2)cc1,5.1%
COc1ccccc1NC(=O)CSc1nc2ccccc2o1,6.1%
Cc1cc(C)cc(-c2nnc(SCC(=O)N3CCC3)o2)c1,4.3%
COc1ccc(NC(=O)CN2C(=O)NC3(CCC(C(C)(C)C)CC3)C2=O)cc1 (configuration not stated),6.1%
O=C(c1cc2ccccc2o1)c1cc(F)ccc1F,2.2%
CC(=O)N1CCCc2cc(S(=O)(=O)N3CCCC(C(=O)N4CCN(c5ccccc5F)CC4)C3)ccc21 (configuration not stated),-10.9%
CN(C)C[C@@H]1CN(C2CCOCC2)C[C@H]1NC(=O)c1ccccc1C(F)(F)F,-12.6%
COc1ccccc1CNC(=O)CCC1N=C2c3ccccc3N=C(SCc3ccc(C)cc3)N2C1=O (configuration not stated),?
Cc1cccc(OCC(=O)Nc2cc(-c3nn(C)c(=O)c4ccccc34)ccc2N2CCCCC2)c1,4.5%
COc1cccc(-c2cc(C3CCN(C(=O)Nc4cc(C)cc(C)c4)CC3)[nH]n2)c1,7.1%
CC(=O)c1c(C)[nH]c(C(=O)Nc2cccc(C)c2C)c1C,-5.0%
Cc1cc(OCC(=O)Nc2c(C(=O)c3ccccc3)oc3ccccc23)cc(C)c1Cl,1.8%
C=CCNc1nc2c(c(=O)[nH]c(=O)n2C)n1CCCc1ccccc1,9.4%
O=S(=O)(NCc1ccc(Cl)cc1)c1ccc(N2CCCCS2(=O)=O)cc1,0.6%
O=C(NC1CCCCC1)c1cc(Sc2ccc(Cl)cc2)nc2ccccc12,28.1%
COc1ccc(-c2nc(CS(=O)CC(=O)NCC(OC)OC)c(C)o2)cc1OC (configuration not stated),?
Cc1cc(NC(=O)C(C)Oc2ccccc2)no1 (configuration not stated),-9.9%
COc1ccc(NC(=O)C2CCN(C(=O)c3ncn4c3COC(c3ccc(F)cc3)C4)CC2)cc1 (configuration not stated),-6.0%
COc1cc(NC(=O)C(CC(C)C)NS(=O)(=O)c2ccc3c(c2)oc(=O)n3C)c(C(=O)O)cc1OC (configuration not stated),-22.2%

# An excerpt; the hit share may differ from the screen's.
